Compound activity: PubChem BioAssay, National Center for Advancing Translational Sciences (NCATS)
DT40 TDP1 no CPT = qHTS for Inhibitors of human tyrosyl-DNA phosphodiesterase 1 (TDP1): qHTS in cells in absence of CPT; DT40 Tdp1-/- hTDP1 cells, no CPT, ATP luminescence, 48 h; Potency, µM (top dose mostly 46.2 µM), for the others: top-dose activity change, negative = growth inhibition, actives largely listed as inhibitors; 420,000 tested, 15% active; note: nearly all actives have a fitted effect of over 55% in size
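Cells were dispensed at 400 per well, compounds added by pin tool, plates incubated ≥48 hr at 37 °C, then CellTiter-Glo added for 30 min at room temperature before luminescence reading. Line: DT40 Tdp1-/- complemented with hTDP1; camptothecin omitted.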
TDP1 inh = qHTS Assay for Inhibitors of Tyrosyl-DNA Phosphodiesterase (TDP1). Tyrosyl-DNA phosphodiesterase 1 (Homo sapiens), Q9NUW8. recombinant TDP1, AlphaScreen DNA substrate cleavage. Potency, µM (series often up to 130 µM), inactives show at the top dose activity change, negative = inhibition, most hits filed as inhibitors. 350,000 tested, 0.28% active. AID 485290, 2010; note: nearly all actives have a fitted effect of over 40% in size
Target sequence (Q9NUW8 whole entry, looked up): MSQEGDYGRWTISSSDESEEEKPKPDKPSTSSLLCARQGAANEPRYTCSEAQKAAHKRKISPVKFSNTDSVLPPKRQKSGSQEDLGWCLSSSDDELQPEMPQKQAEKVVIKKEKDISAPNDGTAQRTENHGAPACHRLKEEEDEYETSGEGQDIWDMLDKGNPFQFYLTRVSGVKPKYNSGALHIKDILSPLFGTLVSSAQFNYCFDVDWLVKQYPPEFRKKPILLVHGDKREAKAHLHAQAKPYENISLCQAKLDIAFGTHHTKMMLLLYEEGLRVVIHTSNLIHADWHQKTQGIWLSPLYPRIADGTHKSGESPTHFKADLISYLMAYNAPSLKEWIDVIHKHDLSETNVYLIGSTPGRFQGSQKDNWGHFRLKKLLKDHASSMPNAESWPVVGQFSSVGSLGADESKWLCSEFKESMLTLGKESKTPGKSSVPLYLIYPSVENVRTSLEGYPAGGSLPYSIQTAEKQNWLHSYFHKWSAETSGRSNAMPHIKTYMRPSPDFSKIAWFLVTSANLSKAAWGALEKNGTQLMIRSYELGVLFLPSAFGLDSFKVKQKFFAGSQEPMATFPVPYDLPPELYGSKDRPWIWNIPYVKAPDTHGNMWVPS
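Recombinant human Tdp1 (E. coli-expressed, 1 nM final) preincubated with compounds 15 min at room temperature, then 5'-biotin/3'-phosphotyrosine-FITC DNA substrate (15 nM final) added for 5 min. AlphaScreen beads (10 ug/ml final) added 10 min; cleavage lowers signal.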
GCN5L2 inh = qHTS Assay for Inhibitors of GCN5L2; Histone acetyltransferase KAT2A (Homo sapiens), Q92830; GCN5L2 HAT assay, ThioGlo1 CoA-SH fluorescence; Potency, µM (top dose mostly 58.9 µM), for inactives: at the top dose activity change, negative = inhibition, hits mostly inhibitors; 390,000 tested, 0.21% active
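GCN5L2 (20 nM) in 50mM HEPES pH 7.5, 0.1mM EDTA, 0.01% Tween-20 preincubated 15 min with compounds at room temperature. Reaction started with H3(1-25) 75uM, acetyl-CoA 70uM, ThioGlo1 50uM; CoA-thiol fluorescence (Ex340/Em540) read at 0 and 20 min.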
Numbers without * were called inactive; ? = inconclusive; / = no result given; & = joins results of further samples; [ ] = dose if it differs, or a comment. Calls come from the whole dose curve; as a rule, active = well fitted curve in the direction sought with a large enough effect; inconclusive = small, poorly fitted or top-dose-only effect, or another doubt; inactive = no such curve, though single readings can be large; an effect the other way counts as inactive or inconclusive. % is set by controls: 0 for no effect and ±100 for the full control effect; potency is the fitted concentration of half-maximal effect.

SMILES | DT40 TDP1 no CPT | TDP1 inh | GCN5L2 inh
CC(C)(C)NC(=O)c1ccc2c(c1)CCO2 | -14% | 3% | 0%
CC(=O)Nc1ccc(NC(=O)C2CC(=O)N(c3cccc(Cl)c3)C2)cc1 (centres undefined) | ? | -1% | -2%
COCCOC(=O)C1=C(C)NC2=C(C(=O)CC(C)(C)C2)C1c1ccc2c(c1)OCO2 (centres undefined) | -8% | 7% | -1%
Cc1nnc(N/N=C/c2c(O)n(-c3cccc(C(F)(F)F)c3)c(=O)c3ccccc23)[nH]c1=O | / | 11% | -5%
COCCCNC(=O)C1CC(=O)OC1c1ccc(OC)c(OC)c1 (centres undefined) | -23% | 4% | -3%
O=C(CCN1N=C(c2ccccc2)CCC1=O)NCC1COc2ccccc2O1 (centres undefined) | -9% | / | -12%
CCCCCn1c(CNC(=O)CC)nc2ccccc21 | ? | -1% | -8%
CC(=O)c1cccc(NC(=O)N2CCCC2C(=O)NC2CCCCC2)c1 (centres undefined) | 2% | 0% | -2%
O=C(COc1ccccc1)N=C1SC2CS(=O)(=O)CC2N1CCc1ccccc1 (centres undefined) | -6% | 7% | 1%
O=C(Nn1cnnc1)c1cc(-c2ccccn2)nc2ccccc12 | -9% | 5% | -11%
C=CCOc1ccccc1CNc1ccccc1C | -24% | 8% | -4%
CCOC(=O)CN1NC2(CCCCC2)NC1=S | 6% | 10% | -3%

Profiles from above. Order of screens: DT40 TDP1 no CPT | TDP1 inh | GCN5L2 inh
COCCOC(=O)C1=C(C)NC2=C(C(=O)CC(C)(C)C2)C1c1ccc2c(c1)OCO2 (centres undefined) across the screens: -8% | 7% | -1%
Cc1nnc(N/N=C/c2c(O)n(-c3cccc(C(F)(F)F)c3)c(=O)c3ccccc23)[nH]c1=O across the screens: / | 11% | -5%
C=CCOc1ccccc1CNc1ccccc1C across the screens: -24% | 8% | -4%

Going on with the list:
SMILES | DT40 TDP1 no CPT | TDP1 inh | GCN5L2 inh
c1ccc(COC2CCCN(Cc3nc(-c4cnccn4)no3)C2)nc1 (centres undefined) | 17% | 0% | 1%
CCOC(=O)N1CCC(N2Cc3cccc(C(=O)N4CCN(C5CCCCC5)CC4)c3C2=O)CC1 | 1% | -2% | -3%
N=c1c2c(-c3ccccc3)c(-c3ccccc3)n(Cc3ccccc3)c2ncn1CCO | -120% | 8% | 19%
CS(=O)(=O)n1nc(-c2ccco2)nc1N | -4% | -3% | 3%
CCCSc1nc2c(c(=O)[nH]c(=O)n2C)n1CC(O)COc1ccccc1 (centres undefined) | ? | -5% | -12%
COc1ccc(Cl)cc1NC(=S)Nc1ccccc1F | -15% | 4% | -12%
COc1ccc(-c2nc(-c3ccncc3)no2)cc1OC | -7% | 1% | -8%
C#Cc1cccc(-n2nnc(C(=O)OC)c2-c2ccccc2)c1 | ? | / | 4%
O=S(=O)(c1ccccc1)n1ccc2cccnc21 | -13% | -1% | -5%
COc1cccc(CN(C)C(=O)c2ccc(NC(=O)CC3SC(N4CCCC4)=NC3=O)cc2)c1OC (centres undefined) | ? | -7%[0.505 µM] | -5%
Cc1cc(Nc2ccccc2)nc(N2CCOCC2)n1 | -11% | 0% | 1%
O=C(Nc1ccccc1C(=O)NCCCN1CCOCC1)c1cccc([N+](=O)[O-])c1 | 7% | 3% | -2%
CC(=O)c1ccc(S(=O)(=O)N2CCC(c3nnc(SCCN4CCCC4)n3C)CC2)cc1 | ? | 7% | -2%
O=C(O)C1CCCCC1C(=O)Nc1ccccc1F (centres undefined) | -4% | 0% | -4%
CC(=O)NC1C(c2nc3ccccc3s2)=C(c2ccccc2)C(=O)N1c1ccc(C)cc1 (centres undefined) | ? | 4% | -6%
O=C(N/N=C/c1ccc(C(F)(F)F)cc1)c1ccc(O)cc1 | ? | 0% | -1%
CCOc1ccc(S(=O)(=O)N2CCC(c3ccccc3)CC2)cc1C(=O)O | 9% | / | 0%
COc1ccc(-c2cc(C(F)(F)F)nc(SCCC(=O)NCc3ccccc3)n2)cc1 | 18µM* | 4% | -8%
CCOc1ccccc1CNCc1cccn1-c1nnc(N2CCN(c3ccccc3)CC2)s1 | 3.3µM* | 7% | 20%
Cc1cc(C)c2c(c1)/C(=N/NC(=S)Nc1ccc(F)cc1)CCC2 | -28% | 9% | 1%
CCn1c(CNC(=O)c2ccccc2F)nnc1SCc1nc2ccccc2c(=O)[nH]1 | / | 0% | -8%
O=[N+]([O-])c1c(NCCCO)cc(N2CCCCCC2)c2nonc12 | ? | / | -6%
CCN(C(=O)CN1C(=O)CN(C)C1=O)c1cccc2ccccc12 | ? | 2% | 2%
CCCCC(=O)Nc1ccc(C(=O)Nc2ccc(S(=O)(=O)Nc3nccc(C)n3)cc2)cc1 | 10% | -3% | -4%
Cc1nn(Cc2noc(C(=O)NCC3CCCO3)n2)c(C)c1Br (centres undefined) | 5% | 0% | -18%
Cc1ccc(NC(=O)CSc2nc3ccccc3n2CC(=O)N(C)C2CCCCC2)cc1C | 18µM* | 9% | -16%
Cc1ccc(S(=O)(=O)NC(C(=O)Oc2ccc3ccc(=O)oc3c2)c2ccccc2)cc1 (centres undefined) | -14% | 3% | -7%
Cc1csc(=O)n1CC(=O)OCC(=O)c1c(N)n(CC(C)C)c(=O)n(C)c1=O | 23µM* | 0% | 1%
COc1ccc(-c2ncncc2-c2ccccc2)c(O)c1 | -25% | / | -18%
CSCCC(NC(=O)c1ccccc1Br)C(=O)NNC(=O)c1csc(N2CCOCC2)n1 (centres undefined) | -29% | -6%[0.505 µM] | -3%
CS(=O)(=O)N1CCC2(CCCN(Cc3ccccc3)C2)CC1 | -9% | / | 7%
COc1ccc(CCCc2nnc(SCC(=O)Nc3ccc(C)cc3)o2)cc1C | 2% | 5% | -3%
O=C(C1=C(O)C(=O)N(CCN2CCOCC2)C1c1ccc(F)cc1)c1cc2ccccc2o1 (centres undefined) | 3% | 4% | -19%
Cc1sc2c(=O)n3c(nc2c1C(=O)NCCCN1CCOCC1)CCCCC3 | ? | 6% | 0%
O=C(CCc1ccccc1)NC1CCCc2ccccc21 (centres undefined) | -25% | -5% | 0%
Cc1ccnc(NC(c2ccsc2)c2ccc3ccc(C)nc3c2O)c1 (centres undefined) | ? | 0% | -11%
CC(C)(C)NC(=O)C(c1ccccc1)N(C(=O)c1csnn1)C1CC1 (centres undefined) | 0% | 2% | 4%
O=C1NC(=O)/C(=C/c2ccco2)N1 | / | 0% | -8%
O=C1c2ccccc2C(=O)N1CCCCN(C(=O)c1ccco1)c1ccc(Cl)cc1 | ? | 6% | -12%
OCCC1CN(Cc2ccc3nsnc3c2)CCN1C1CCCC1 (centres undefined) | 14% | 0% | -2%
S=C(NCCc1ccc(Cl)cc1)NCc1ccco1 | -19% | -5% | -10%
S=C(Nc1ccccc1)N1CCCCCCC1 | ? | 0% | -6%
COc1ccc(C)cc1S(=O)(=O)NCCN1CCOCC1 | -3% | / | 2%
COc1ccc(/C(C)=N/NC(=O)CNC(=O)c2ccncc2)c(OC)c1 | 16% | 0% | -8%
Cc1cc(F)ccc1S(=O)(=O)N1CCCOC1CNC(=O)C(=O)NCc1ccncc1 (centres undefined) | -3% | 3% | -1%
CCOC(=O)c1ccc2c(c1)nc(C1CCN(S(=O)(=O)c3cccs3)CC1)n2CC | ? | 3% | -4%
COc1ccc(CN2CCN(C(=O)c3cccc(OC)c3OC)CC2)cc1OC | 6% | -5% | -6%
CCOc1ccc(C(=S)N2CCCC2)cc1 | -5% | 7% | -2%
O=C(Nc1ccc(N2CCCCC2)cc1)c1ccccc1 | -30% | 3% | -19%
Cc1ccc2c(CC(=O)Nc3ccc(S(=O)(=O)N4CCCCC4C)cc3)coc2c1 (centres undefined) | ? | 7% | -5%
COc1cc(-c2nnc(SCC(=O)Nc3cccc(C#N)c3)o2)cc(OC)c1OC | -25% | 9% | -5%
CCN(CC)C(=O)Cn1c(=O)n(CC(=O)N2CCCCC2)c(=O)c2sccc21 | 1% | 5% | -10%
C=CCC1CCCCC12NC(=O)NC2=O (centres undefined) | -1% | 5% | 0%
Cc1ccc(C(=O)c2cc([N+](=O)[O-])ccc2N2CCOCC2)c(C)c1 | 0.92µM* | 8% | -3%
CCOC(=O)c1cccc(NC(=O)CCc2c(C)nn(-c3ccc(N4CCCCC4)nn3)c2C)c1 | 23µM* | 7% | -13%
CCC1CCC(C(=O)NC(CCSC)C(=O)NCCc2ccc(S(N)(=O)=O)cc2)CC1 (centres undefined) | -17% | / | 3%
O=C(Nc1ccccc1Cl)N1CCN(c2ccccn2)CC1 | -17% | 2%[56.1 µM] | 0%
Cc1ccccc1NC(=O)c1c(C)oc2ccc(O)c(CN3CCC(C)CC3)c12 | 23µM* | -1% | -7%
O=C(COc1ccccc1)N/N=C/c1ccc2c(c1)OCO2 | -36% | 4% | -4%
CCc1cccc(NC(=O)CNS(=O)(=O)c2ccc3nc(C)sc3c2)c1 | -29% | 3% | -6%

(listing goes on)
SMILES | DT40 TDP1 no CPT | TDP1 inh | GCN5L2 inh
Cc1ccc(N2CC(C(=O)Nc3ccccc3C(=O)N3CCOCC3)CC2=O)cc1 (centres undefined) | 21% | 2% | -15%
O=C(Nc1ccc(Cl)cc1C(=O)Nc1ccncc1)c1ccco1 | ? | -2% | 3%
CCOC(=O)C1=C(CC)OC(N)=C(C#N)C1c1cccs1 (centres undefined) | -20% | -9% | -6%
CCN1CCN(C(=O)c2ccc(-c3nc4ccccc4s3)s2)CC1 | ? | 6% | -8%
Cn1c(=O)n(C/C=C/c2ccccc2)c(=O)c2c1nc1n2CCN1c1ccccc1 | -2% | 3% | -2%
S=C(c1ccc(-c2cc(Cl)ccc2Cl)o1)N1CCCCC1 | ? | -3% | -10%
Fc1ccc(-c2cnn3c(-c4cccs4)ccnc23)cc1 | ? | 6% | -19%
Cc1ccnc(NS(=O)(=O)c2ccc(Cl)nc2)c1 | 8% | 3% | -4%
COc1ccc(S(=O)(=O)N2CCN(C(=O)c3cc(C4CC4)nn3-c3ccccc3)CC2)cc1OC | ? | 3% | 0%
N/C(=N\OC(=O)COc1ccc(Br)cc1)c1ccncc1 | -11% | 0% | -8%
O=C(N[C@@H](Cc1ccc(Br)cc1)C(=O)O)OCC1c2ccccc2-c2ccccc21 | -27% | / | ?
CCOC(=O)CCCCCC(=O)Nc1ccc2c(c1)CC(=O)N([C@H](C)CO)C[C@@H](C)[C@H](CN(C)Cc1ccc3c(c1)OCO3)O2 | ? | 5% | -3%

Fetched by structure from the entries so far (3):
SMILES | DT40 TDP1 no CPT | TDP1 inh | GCN5L2 inh
O=C(COc1ccccc1)N=C1SC2CS(=O)(=O)CC2N1CCc1ccccc1 (centres undefined) | -6% | 7% | 1%
CCOC(=O)N1CCC(N2Cc3cccc(C(=O)N4CCN(C5CCCCC5)CC4)c3C2=O)CC1 | 1% | -2% | -3%
CCC1CCC(C(=O)NC(CCSC)C(=O)NCCc2ccc(S(N)(=O)=O)cc2)CC1 (centres undefined) | -17% | / | 3%

Following part:
SMILES | DT40 TDP1 no CPT | TDP1 inh | GCN5L2 inh
O=C1CCCN1CCCNc1ccc2nnc(CCC(=O)N3CCN(c4ccc(F)cc4)CC3)n2n1 | -29% | 9% | -6%
CCN(CC)S(=O)(=O)c1cccc(NC(=O)CCNC(=O)c2ccccc2Cl)c1 | ? | / | 1%
COc1cccc(Cn2c(=O)cnc3cnc(OC)nc32)c1 | -15% | / | -8%
CCCOc1ccc(N2C(=O)CC(N(Cc3ccc(S(N)(=O)=O)cc3)C(=O)CC)C2=O)cc1 (centres undefined) | 0% | 6% | -2%
CN(C)N1C(N)=C(C#N)C(c2cccc([N+](=O)[O-])c2)C2=C1CC(C)(C)CC2=O (centres undefined) | -11% | / | 1%
c1ccc(Oc2ccc(-c3ccnc4ncnn34)cc2)cc1 | 1% | 3% | -3%
COc1ccc2cc3c(N)nn(C(=O)c4ccccc4[N+](=O)[O-])c3nc2c1 | 2.3µM* | -1% | 8%
Cc1c(NC(=O)c2ccc(Br)o2)c(=O)n(-c2ccccc2)n1C | -13% | -10% | -16%
CCC(Sc1nc2cc(OC)c(OC)cc2c(=O)n1Cc1ccc(OC)cc1)C(=O)NCCOC (centres undefined) | -20%&-22% | 0%&0% | -6%&-5%

A portion of the library; the hit share may differ from the screen's.
